# CHRM1 PAM – human M1 muscarinic receptor positive allosteric modulators, primary screen, CHO-K1 cells, Fluo-8 calcium fluorescence, 1536-well. activation, % at 3 µM. Muscarinic acetylcholine receptor M1 (Homo sapiens), P11229. 0.088% of 360,000 active. CHO-K1 hM1, ACh EC20; 0% = ACh EC20, 100% = maximal ACh; in the data active means activation above about 19%, passing the limit was not always enough
# CHRM5 agonist – human M5 muscarinic receptor agonists, primary screen, CHO-K1 cells, Fluo-8 calcium fluorescence; CHO-K1 hM5 cells; 0% DMSO wells, 100% maximal acetylcholine response; activation, % at 3 µM; 0.19% of 360,000 active;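 active means activation above the run's mean over test compounds plus 3 SD, cut at about 23% in these data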;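 further: signal is peak over basal fluorescence ratio across the kinetic read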
# Target sequence (P08912 whole entry, looked up): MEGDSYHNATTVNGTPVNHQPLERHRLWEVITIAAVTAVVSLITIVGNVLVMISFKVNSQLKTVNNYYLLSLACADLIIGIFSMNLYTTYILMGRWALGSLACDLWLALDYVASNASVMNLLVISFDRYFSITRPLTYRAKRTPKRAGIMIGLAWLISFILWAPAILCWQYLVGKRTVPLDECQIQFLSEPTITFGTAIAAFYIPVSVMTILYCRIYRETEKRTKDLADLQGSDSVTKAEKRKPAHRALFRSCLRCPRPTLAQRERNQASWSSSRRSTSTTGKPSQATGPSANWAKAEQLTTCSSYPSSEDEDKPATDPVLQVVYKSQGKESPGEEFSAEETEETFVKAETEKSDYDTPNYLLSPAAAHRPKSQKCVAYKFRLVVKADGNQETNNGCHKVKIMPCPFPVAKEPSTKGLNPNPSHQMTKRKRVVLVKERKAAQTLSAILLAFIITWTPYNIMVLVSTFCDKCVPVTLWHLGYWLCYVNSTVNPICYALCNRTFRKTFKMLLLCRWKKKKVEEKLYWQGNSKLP
# M5 PAM – human M5 muscarinic receptor positive allosteric modulators, primary screen, CHO-K1 cells, Fluo-8 calcium fluorescence. Muscarinic acetylcholine receptor M5 (Homo sapiens), P08912. CHO-K1 hM5, ACh EC20 PAM; 0% = ACh EC20, 100% = ACh EC100. 0.3% of 360,000 active. activation, % at 3 µM;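 active means activation above the run cutoff, the mean activation of all test compounds plus 3 SD, cut at about 18% in these data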
#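 Assay system: CHO-K1 hM5 cells. Also added: acetylcholine at EC20 concentration, added after compound. Dosing: 3 µM, single dose. Times: compound preincubation 140 s before EC20 acetylcholine addition. Signal: Fluo-8 calcium fluorescence. Measure: % activation relative to EC20 and EC100 ACh responses. Repeats: singlicate, one well per test compound.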
# CRFBP-R2 block – antagonists of CRF-BP/CRF-R2 complex, primary screen, cell-based, HEK293, calcium dye fluorescence, uHTS | CRF-induced calcium fluorescence | inhibition, % at 11.8 µM | 0.59% of 350,000 active | AID 588475, 2011;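 active means inhibition of the ligand-induced calcium signal above about 50% at the single tested concentration, limit read from the data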
# CRFBP-R2 agonist – agonists of CRF-BP/CRF-R2 complex, primary screen, cell-based, HEK293, calcium dye fluorescence, uHTS; CRF-binding protein / CRF receptor 2 complex (human); calcium dye fluorescence (FLIPR); percent of saturating CRF peptide response; activation, % at 13.2 µM; 0.46% of 350,000 active; AID 588473, 2011;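 active means activation of at least 50%, plus an integration ratio under a set limit after plate pattern correction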;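 further: plate controls were neutral control wells without compound for no effect and CRF at EC100 for full effect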
# M4 PAM – human M4 muscarinic receptor positive allosteric modulators, primary screen, CHO-K1 cells, Fluo-8 calcium fluorescence | Muscarinic acetylcholine receptor M4 (Homo sapiens), P08173 | CHO-K1 hM4/Gqi5, ACh EC20; 0% = ACh EC20, 100% = maximal ACh | activation, % at 3 µM | 0.4% of 360,000 active | AID 624126, 2012;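 active means activation above its plate's cutoff, the mean activation of sample wells plus 3 SD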; further: some results filed as inactive read as strong as hits
# Target sequence (P08173 whole entry, looked up): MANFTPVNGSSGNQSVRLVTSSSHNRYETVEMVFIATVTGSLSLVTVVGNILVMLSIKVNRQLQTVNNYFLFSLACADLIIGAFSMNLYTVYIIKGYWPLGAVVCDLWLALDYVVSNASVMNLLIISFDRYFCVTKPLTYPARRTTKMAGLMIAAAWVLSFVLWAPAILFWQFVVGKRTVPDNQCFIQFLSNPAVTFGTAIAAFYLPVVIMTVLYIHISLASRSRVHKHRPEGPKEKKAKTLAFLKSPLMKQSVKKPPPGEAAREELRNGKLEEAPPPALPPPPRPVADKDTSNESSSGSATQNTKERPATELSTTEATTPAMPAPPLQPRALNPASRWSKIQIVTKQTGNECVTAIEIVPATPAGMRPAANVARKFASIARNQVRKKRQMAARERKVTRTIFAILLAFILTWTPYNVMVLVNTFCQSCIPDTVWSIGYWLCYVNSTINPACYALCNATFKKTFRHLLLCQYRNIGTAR
# M4 ag – human M4 muscarinic receptor agonists, primary screen, CHO-K1 cells, Fluo-8 calcium fluorescence | Muscarinic acetylcholine receptor M4 (Homo sapiens), P08173 | CHO-K1 hM4/Gqi5; vehicle 0%, full acetylcholine response 100% | activation, % at 3 µM | 0.14% of 360,000 active | AID 624127, 2012;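 active means activation above the run mean over all test wells plus 3 SD, cut at about 32% in these data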;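 further: peak over basal fluorescence ratio per well then scaled between controls; 0% = DMSO wells and 100% = acetylcholine at EC100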
# CHRM4 antagonist – human M4 muscarinic receptor antagonists, primary screen, CHO cells, Fluo-8 calcium fluorescence; inhibition, % at 3 µM; 0.73% of 360,000 active; AID 624125, 2012; CHO-hM4 cells, ACh EC80; Muscarinic acetylcholine receptor M4 (Homo sapiens), P08173;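 active means inhibition above its plate's cutoff, the mean inhibition of sample wells plus 3 SD, cut at about 27% in these data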;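 further: 0% = acetylcholine EC80 with DMSO and 100% = DMSO without agonist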
# M5 antag – human M5 muscarinic receptor antagonists, primary screen, CHO cells, Fluo-8 calcium fluorescence | inhibition, % at 3 µM | CHO-hM5 cells, ACh EC80 | Muscarinic acetylcholine receptor M5 (Homo sapiens), P08912 | AID 624040, 2012 | 0.59% of 360,000 active;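 active means inhibition above a per-plate cutoff, the mean of that plate's test compounds plus 3 SD, cut at about 27% in these data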;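 further: 0% = acetylcholine EC80 with DMSO and 100% = DMSO without agonist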
# * hit, by the source's call; nt = not tested or not shown.
# The opening four records, ahead of the listing:
SMILES,CHRM1 PAM,CHRM5 agonist,M5 PAM,CRFBP-R2 block,CRFBP-R2 agonist,M4 PAM,M4 ag,CHRM4 antagonist,M5 antag
Cc1ccc(S(=O)(=O)N2C[C@H]3C(=O)C[C@@H](c4ccc(Cl)cc4)N(S(=O)(=O)c4ccc(C)cc4)[C@H]3C[C@H]2c2cccc3ccccc23)cc1,17,-1,-4,nt,nt,1,0,-16,4
CCCCC(=O)Nc1nn(CC(C)C)c2nc3ccccc3cc12,1,0,-3,-24,1.4,0,0,0,-1
Cc1ccccc1CS(=O)(=O)Cc1ccc(C(=O)NCCCN2CCCC2=O)o1,10,-1,-4,8,-2.0,-1,0,1,-4
Cc1ccc(/C=N/NC(=O)CCn2nc(C)cc2C)c(C)c1,5,1,6,-14,0.5,-1,2,6,6

# This part in full, from the first entry:
SMILES,CHRM1 PAM,CHRM5 agonist,M5 PAM,CRFBP-R2 block,CRFBP-R2 agonist,M4 PAM,M4 ag,CHRM4 antagonist,M5 antag
Cc1ccc(S(=O)(=O)N2C[C@H]3C(=O)C[C@@H](c4ccc(Cl)cc4)N(S(=O)(=O)c4ccc(C)cc4)[C@H]3C[C@H]2c2cccc3ccccc23)cc1,17,-1,-4,nt,nt,1,0,-16,4
CCCCC(=O)Nc1nn(CC(C)C)c2nc3ccccc3cc12,1,0,-3,-24,1.4,0,0,0,-1
Cc1ccccc1CS(=O)(=O)Cc1ccc(C(=O)NCCCN2CCCC2=O)o1,10,-1,-4,8,-2.0,-1,0,1,-4
Cc1ccc(/C=N/NC(=O)CCn2nc(C)cc2C)c(C)c1,5,1,6,-14,0.5,-1,2,6,6
Cc1cccc(OCC(=O)Nc2ccc(N3CCN(S(C)(=O)=O)CC3)cc2)c1,4,1,1,-50,7.8,3,6,2,-1
Cc1ccc(C)c(C(=O)COC(=O)c2ccc(C)c(S(=O)(=O)N3CCOCC3)c2)c1,-3,0,-9,4,0.3,-2,4,-9,7
O=S(=O)(NCC(c1cccnc1)N1CCN(c2ccc(F)cc2)CC1)c1ccccc1 (stereo not given),5,1,1,-15,0.6,3,1,-3,-14
Cc1ccc2nc(NCCO)nc(-c3ccccc3)c2c1,-2,0,-3,-84,16,1,0,-6,-3
Cc1ccccc1NC(=O)Cc1nc(COC(=O)c2cccc(C)c2O)cs1,-3,-1,-4,-1,0.8,-3,6,6,13
Cc1ccc(NC(=S)NNC(=O)Nc2ccccc2)cc1,-3,-2,2,-6,-2.5,-4,1,6,-6
CCN(CC)S(=O)(=O)c1ccc(NC(=O)Cn2c(=O)oc3ccccc32)cc1,4,4,-3,6,-1.6,2,3,3,3
O=C(CCc1[nH]c2ccccc2c1Sc1ccccc1)NCCO,10,5,4,-25,-0.2,-3,8,-2,-8
COc1ccc(COC(=O)C2CCN(S(=O)(=O)c3ccc(Cl)cc3)CC2)cc1,2,1,4,-1,6.3,-4,1,11,6
Cc1ccc(C(=O)NCC(=O)OCC(=O)Nc2ccc3[nH]c(=O)[nH]c3c2)cc1,2,-1,2,12,0.1,2,-1,-3,-5
COc1cc(/C=C2/C(=O)c3cccc([N+](=O)[O-])c3C2=O)c(Br)cc1O,11,3,6,39,6.4,3,0,-1,-3
CC(=O)N1N=C(c2ccco2)CC1c1cccs1 (stereo not given),1,0,5,8,-1.1,2,1,5,3
COc1ccc(-c2cc(C(F)(F)F)n3ncc(C(=O)N4CCc5ccccc5C4)c3n2)cc1,8,-5,0,4,-0.9,-3,0,-5,1
O=C(CN1CCN(c2ccccc2)CC1)Nc1nccs1,1,-5,-2,-33,1.0,15,1,-5,-8
CN(CC1CCCO1)S(=O)(=O)c1ccc(C(=O)Nc2ccc3c(c2)OCO3)cc1 (stereo not given),-5,-3,-1,-9,0.6,10,2,-8,-2
CC(C(=O)Nc1ccccc1C#N)N1C(=O)NC2(CCCCCC2)C1=O (stereo not given),5,2,2,-5,-0.2,-1,0,-11,-2
CCCOc1cccc(C(=O)Nc2cccc(NC(=O)c3ccco3)c2)c1,-2,-4,-19,-3,1.1,1,9,-20,3
O=C(CCNS(=O)(=O)c1cccc2nonc12)NC1CCCc2ccccc21 (stereo not given),8,3,-3,4,-1.4,11,5,0,-6
Cc1ccc(N(CC(=O)NC(C)(C)C)C(=O)CS(=O)CC(=O)Nc2ccc(F)cc2)cc1 (stereo not given),6,-3,1,28,3.8,-1,3,-7,0
O=C(CSc1nnc(CNc2ccc(F)cc2)n1Cc1ccccc1)NCc1ccco1,6,1,-1,-6,-2.5,8,6,-10,-6
O=C(Nc1ccc(Cl)cc1)Nc1nnc(Cc2ccc([N+](=O)[O-])cc2)s1,7,-1,0,9,0.3,1,2,-4,4

# More entries.
SMILES,CHRM1 PAM,CHRM5 agonist,M5 PAM,CRFBP-R2 block,CRFBP-R2 agonist,M4 PAM,M4 ag,CHRM4 antagonist,M5 antag
Cn1c(N)c(C(=O)COC(=O)c2cc3ccccc3cc2O)c(=O)n(C)c1=O,-4,4,-4,-5,0.9,-2,4,2,22
CCCCNC(=O)CCn1nc(-c2ccc(C)cc2)c2ccccc2c1=O,7,-2,-1,14,-7.0,2,3,-14,15
CC1=NN(Cc2c(C)nn(Cc3ccccc3)c2C)C(C)(C)C1,1,4,0,-3,0.3,-4,1,2,-2
COC(=O)c1cc([N+](=O)[O-])c(C)c(C)n1,5,0,-4,-20,-1.4,3,-1,-6,-1
CN1OC[C@@H]2CN(C(=O)C(C)(C)C)[C@H](c3ccc(-c4cc5ccccc5o4)cc3)C[C@@H]21,1,-1,-5,-5,-1.4,-5,0,-2,2
O=C(/C=C/c1ccccc1)Nc1cc(C(=O)O)cc(C(=O)O)c1,10,-3,-4,20,1.8,-2,0,6,7
CCCc1cc(C(=O)NNC(=S)NC(C)c2ccccc2)cs1 (stereo not given),-1,-3,-5,-25,-6.8,8,1,6,14
CSc1nnc2c(n1)OC(c1ccc(C(=O)O)cc1)N(C(C)=O)c1ccccc1-2 (stereo not given),7,1,1,11,0.7,5,0,-19,-7
CCOC(=O)c1cccc(C2=CC(=O)C[C@H](c3ccc(OC)cc3)C2)c1,1,1,-11,7,-0.4,1,4,-10,4
COc1ccc(CCNC(=O)CCS(=O)(=O)c2cccc3nsnc23)cc1OC,0,0,-4,11,1.4,-2,0,-6,4
Cc1onc(-c2ccccc2)c1C(=O)N/N=C/c1ccc([N+](=O)[O-])c(O)c1,10,-2,9,-9,-1.1,7,2,-7,-19
Fc1ccc(-n2c(-c3ccc4ccccc4n3)n[nH]c2=S)cc1Cl,4,1,-1,-12,0.5,-2,1,4,2
OC(CNCc1ccccn1)c1ccccc1 (stereo not given),8,-1,-4,25,-5.8,1,0,9,3
Cc1nc2ccc(S(=O)(=O)NCC(=O)N3CCN(c4ccccc4)CC3)cc2s1,9,1,-2,2,-2.3,-2,4,7,-4
Cc1noc(C)c1CSCC(=O)OCC(=O)NC1CCCCC1,7,-1,-5,13,-1.2,-2,1,0,-3
O=C(Oc1cccc(C(=S)N2CCOCC2)c1)c1cc([N+](=O)[O-])cc([N+](=O)[O-])c1,11,0,4,10,-0.6,-1,1,-7,-14
O=C(N/N=C1\CCCc2ccccc21)c1cccc([N+](=O)[O-])c1,8,-2,-2,-14,-2.8,19,0,-7,-5
CCCCCCC(=O)N(O)C1CC(=O)N(Cc2ccccc2)C1=O (stereo not given),3,-6,-3,-1,0.2,4,0,-19,-1
O=c1cc(CSc2ccc(Cl)cc2)nc(-c2ccccc2)[nH]1,2,-2,0,-5,1.8,-3,1,1,3
Cc1nn(Cc2ccccc2)c(Cl)c1C(=O)OC(C)C#N (stereo not given),14,-5,9,14,-5.1,4,2,-3,-6
Cc1nc(-c2cc(-c3nc(-c4ccc(C(F)(F)F)cc4)no3)no2)cs1,6,-3,-4,0,4.3,-9,0,5,21
O=c1[nH]nc(SCCS(=O)(=O)c2ccc(F)cc2)n1-c1ccccc1,11,8,12,0,-0.3,-1,2,-4,-10
CCSc1nnc(NC(=O)[C@@H](NC(=O)c2ccccc2)C(C)C)s1,6,-1,-5,4,-0.9,1,0,-2,9
CCCN(CCC)CC(=O)NCC1(c2ccccc2)CCOCC1,8,0,-3,1,1.3,0,0,1,-3
C=CC[C@@H](CC(=O)NCCO)C(=O)N[C@@H](COC(=O)[C@@H](CC=C)Cc1ccc(F)cc1)Cc1c[nH]c2ccccc12,3,1,-6,-5,4.0,8,5,-10,11

# Next structures follow:
SMILES,CHRM1 PAM,CHRM5 agonist,M5 PAM,CRFBP-R2 block,CRFBP-R2 agonist,M4 PAM,M4 ag,CHRM4 antagonist,M5 antag
NS(=O)(=O)c1ccc(CCNC(=O)CSc2nc3ccccc3c(=O)n2CCC(=O)N2CCCCC2)cc1,14,-1,3,-2,2.0,5,4,-7,0
CCNC(=O)N1CCN(C(=O)NCC)CC1,5,-1,-5,44,-0.3,3,1,-12,17
COc1ccccc1NC(=O)C(C)OC(=O)Cc1n[nH]c(=O)c2ccccc12 (stereo not given),9,1,-1,-14,0.8,16,0,-10,1
Cc1ccc(C(CNS(=O)(=O)c2ccc(F)cc2)N2CCN(C)CC2)cc1 (stereo not given),8,-6,-1,-7,1.1,2,1,1,9
CC(C)CNC(=S)N1CCC(Cc2ccccc2)CC1,-1,1,-4,-3,3.3,-5,4,-7,-1
O=C(NCc1ccccc1)C(c1ccc(F)cc1)N(C(=O)c1csnn1)C1CC1 (stereo not given),-1,-2,-1,-10,-1.0,0,2,7,10
O=C(CCNC(=O)c1ccc(Cl)cc1)NNC(=O)c1ccc(F)cc1,6,0,2,-13,0.2,4,0,2,4
CCc1ccc(C2=NNC(=Nc3cccc(S(=O)(=O)N(C)C)c3)SC2)cc1,7,0,-4,-24,-2.3,2,1,2,2
CCCCSC1(SCCCC)N=C(N)C2(C#N)C(c3ccccc3)NC(C)=C(C)C12C#N (stereo not given),4,-4,-1,-19,1.7,6,1,-8,-3
Nc1nc(SCC(=O)Nc2cccc(F)c2)n[nH]1,1,4,0,-1,0.0,6,1,-2,0
COCc1c(C(=O)OCC(=O)N2c3ccccc3CC2C)oc2ccccc12 (stereo not given),9,0,4,5,0.2,-1,0,0,3
NC(=O)[C@H]1CC2(CC(c3cccc(NC(=O)[C@H]4CCC(=O)N4)c3)=NO2)CN1C(=O)c1ccccc1 (stereo not given in full),10,4,-3,-12,-0.4,-2,0,2,8
CSc1cccc(NC(=O)CSc2ncccc2C(=O)Oc2cccc([N+](=O)[O-])c2)c1,6,-2,2,21,0.9,3,1,-5,0
Cc1ccccc1NC(=O)CN1CCN(C)CC1,-5,0,-11,8,2.1,-5,19,-13,19
COc1ccccc1C(CCNS(=O)(=O)c1ccc(C)cc1)c1ccco1 (stereo not given),4,1,-6,-22,3.1,-1,1,7,3
CC(=O)Nc1ccc(NS(=O)(=O)C(F)(F)F)cc1,4,0,2,14,-2.3,5,0,-2,2
COc1cc(-c2nc(-c3cccnc3)no2)cc(OC)c1OC,9,1,-1,-2,-0.6,5,5,-17,-4

# Not a hit list; 2.6% or so of the library scored in one or more.
